Source: PubChem BioAssay (several laboratories)
Ecoli viability: E. coli V3065 growth inhibition, primary screen, counter-screen for AddAB inhibitor project, absorbance, OD600 | 18 h | inhibition, % at 11.9 µM | actives 0.27% (n = 330,000);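 active = inhibition above the campaign's mean inhibition across all tested compounds plus 3 SD, cut at about 9.9% in these data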;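 also: uninfected addAB+ strain grown without phage in ampicillin broth; 0% = DMSO wells and 100% = ciprofloxacin 0.95 µg/ml wells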
Mot1-301 SUMO: yeast Mot1-301 growth rescue at high temperature, primary screen, SUMOylation pathway inhibitor project, S. cerevisiae, ATP luminescence, 38.5C. S. cerevisiae Mot1-301 growth rescue; percent above DMSO median, 100 means doubled. AID 2716, 2010. actives 1% (n = 320,000). growth rescue, % at 18.8 µM;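 active = every valid replicate shows activation above 250% relative to neutral control wells; inactive = the rest, any valid replicate at or below 250%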;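 also: OY570 slx delta 5 strain wells were the positive control but not used for scaling; some compounds called inactive have numbers as strong as hits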
HTR5A inv ctr: HTR5A inverse agonists in luminescence cell assay, primary screen, counter-screen for OPRM1-OPRD1 heterodimer inverse agonist project, full-deck HTS | 5-hydroxytryptamine receptor 5A (Homo sapiens), P47898 | HTR5A cell line, inverse agonism | inhibition, % at 9.3 µM | actives 0.083% (n = 340,000) | AID 504634, 2011; in the data active = inhibition mostly above about 23%, no sharp cut-off; inactive = mostly below about 18%;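 also: 0% = cells with DMSO and 100% = no-cell wells with DMSO; some compounds called inactive have numbers as strong as hits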
Target sequence (P47898 whole entry, looked up): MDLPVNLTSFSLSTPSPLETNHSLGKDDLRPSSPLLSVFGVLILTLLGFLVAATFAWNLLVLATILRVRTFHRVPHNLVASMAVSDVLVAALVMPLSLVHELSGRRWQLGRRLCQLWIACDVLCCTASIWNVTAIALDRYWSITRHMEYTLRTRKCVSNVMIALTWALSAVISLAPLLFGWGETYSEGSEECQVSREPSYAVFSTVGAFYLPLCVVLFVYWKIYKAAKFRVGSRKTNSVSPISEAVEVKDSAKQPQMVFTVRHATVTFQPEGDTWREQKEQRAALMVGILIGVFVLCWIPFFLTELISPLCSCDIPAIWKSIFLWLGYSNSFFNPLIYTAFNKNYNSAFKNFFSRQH
phage Ecoli inh: growth loss of phage-infected E. coli, primary screen, RecBCD inhibitor project, absorbance, with phage, HTS; inhibition, % at 11.9 µM; actives 0.26% (n = 360,000); in the data active = inhibition above about 11%
MOR-DOR ag: agonists of OPRM1-OPRD1 heterodimerization, primary screen, cell-based, luminescence; Mu-type opioid receptor (Homo sapiens) + Delta-type opioid receptor (Homo sapiens), …; cells; activation, % at 9.3 µM; actives 0.3% (n = 340,000); AID 504326, 2011; in the data active = activation above about 18%;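 also: 0% = vehicle-treated cells and 100% = reference agonist; values of inactives mirror those of a sister screen read the other way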
OPRM1-OPRD1 inv: inverse agonists of MOR-DOR heterodimerization, primary screen, cell-based, luminescence; AID 504357, 2011; Mu-type opioid receptor (Homo sapiens) + Delta-type opioid receptor (Homo sapiens), …; cell-based MOR-DOR heterodimer luminescence, inverse agonism; actives 0.21% (n = 340,000); inhibition, % at 9.3 µM; in the data active = inhibition above about 22%, passing the limit was not always enough;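 also: 0% = cells with DMSO and 100% = wells without cells with DMSO; values of inactives mirror those of a sister screen read the other way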
PfHsp90 set2: growth inhibition of PfHsp90-expressing yeast, primary screen, antimalarial PfHsp90 inhibitor project, S. cerevisiae, BacTiter-Glo luminescence, single point, set 2; BacTiter-Glo ATP, 48 h; yeast lacking PDR1 and PDR3 efflux regulators; actives 0.32% (n = 310,000); inhibition, % at 9.4 µM;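 active = every replicate shows inhibition above about 80%, whatever the replicate mean, limit read from the data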;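 also: 0% = DMSO neutral controls and 100% = 20 µM radicicol positive controls; yeast relying on Plasmodium falciparum Hsp90 in place of its own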
PKA-R1A act: activators of PKA-R1A holoenzyme, primary screen, biochemical, fluorescence polarization, Cy5-IP20, bovine R1A, mouse PKAc; actives 0.083% (n = 340,000); activation, % at 11.4 µM; PKA-R1A dissociation; scaled: DMSO 0%, 113 µM cGMP 100%; cAMP-dependent protein kinase type I-alpha regulatory subunit (Bos taurus) + …; AID 504707, 2011;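 active = percent activation above the mean of all tested compounds plus 3 SD, cut at about 19% in these data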;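 also: higher means more PKAc released from R1A so a rise in polarization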
Tat transport: E. coli Tat export inhibitors, primary screen, MC4100, TorA-mCherry reporter, fluorescence, single point. inhibition, % at 10 µM. actives 0.036% (n = 340,000). AID 488895, 2010;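 active = mean replicate inhibition at least 50% and at least half of replicates individually reaching 50%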;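 also: exported cargo escapes ClpAP degradation while cytoplasmic cargo is degraded and loses fluorescence; 0% = median of neutral control wells and 100% = median of NaSCN control wells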
PKA-R2B act: activators of PKA-R2B holoenzyme, primary screen, biochemical, fluorescence polarization, Cy5-IP20, human | PKA-R2B holoenzyme dissociation; R2B truncated from residue 108, S112A mutant; 0% DMSO only, 100% 113 µM cGMP | actives 0.079% (n = 340,000) | activation, % at 11.4 µM | AID 504700, 2011;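 active = activation above a cutoff set at the mean over all compounds plus 3 SD, cut at about 18% in these data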;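 also: higher means more holoenzyme dissociation and a rise in polarization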
Target sequence (P31323 whole entry, looked up, other chains not shown, the tested form may be a part): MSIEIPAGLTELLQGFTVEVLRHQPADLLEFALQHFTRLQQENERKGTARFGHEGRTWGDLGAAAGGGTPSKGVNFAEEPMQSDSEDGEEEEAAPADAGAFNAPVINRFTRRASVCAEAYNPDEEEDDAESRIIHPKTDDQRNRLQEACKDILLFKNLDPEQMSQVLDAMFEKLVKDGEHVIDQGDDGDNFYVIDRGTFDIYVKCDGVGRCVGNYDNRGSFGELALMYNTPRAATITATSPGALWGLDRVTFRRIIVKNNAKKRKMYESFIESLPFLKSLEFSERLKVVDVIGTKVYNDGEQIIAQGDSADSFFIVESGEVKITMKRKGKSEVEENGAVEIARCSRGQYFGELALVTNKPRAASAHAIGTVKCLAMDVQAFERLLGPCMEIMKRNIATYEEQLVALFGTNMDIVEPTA
AddAB inh: growth inhibition of E. coli expressing H. pylori AddAB, primary screen, AddAB inhibitor project, absorbance; inhibition, % at 11.9 µM; actives 0.29% (n = 330,000); AID 435030, 2010; in the data active = inhibition above about 12%;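 also: 0% = vehicle wells of infected cells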
* = called active by the depositor; i = inactive; / = not tested or not shown.

Every second line gives: Mot1-301 SUMO, AddAB inh, PfHsp90 set2, MOR-DOR ag, PKA-R1A act, phage Ecoli inh, Ecoli viability, OPRM1-OPRD1 inv, PKA-R2B act, HTR5A inv ctr, Tat transport
1) COc1ccc(NC(=O)CCN2CCCCCC2)cc1
  -1, 0.5, -5, 2.8, -8, 0.2, -1.4, -15, 4, 0, -9
2) COc1ccc(Cn2nnnc2C(c2ccccc2Cl)N2CCC(C(N)=O)CC2)cc1 (stereo unspecified)
  11, 1.1, 9, -0.2, -5, 2.2, -0.6, 1, -3, 0, -15
3) CCCCNC(=O)[C@@H]1CC=C[C@@H]2CCN(Cc3ccc(Cl)c(Cl)c3)C(=O)[C@@H]21
  9, 2.5, /, -0.8, -6, 2.3, -1.4, 4, -7, 1, -5
4) CCCCNC(=O)CN1C(=O)NC2NC(=O)NC21 (stereo unspecified)
  i, 0.7, 9, 0.0, 1, 2.2, -1.9, 0, 14, -4, -7
5) COc1cc(NC(=O)CN2C(=O)C(C)N(c3ccc(C)cc3)C2=O)cc(OC)c1 (stereo unspecified)
  -14, 0.8, /, 0.6, -19, 2.3, 1.6, -4, -5, 7, -5
6) Cn1ncc(C#N)c1NC(=O)C1CC(c2ccc(Cl)c(Cl)c2)=NO1 (stereo unspecified)
  -13, 2.5, 38, -1.0, 0, 1.9, -1.7, 6, 8, 6, -5
7) Cc1cc(C)cc(-c2nnc(SCC(=O)NC3CC3)o2)c1
  87, 2.3, 10, -2.7, -16, 2.3, -0.6, 11, -11, 8, 3
8) CN=c1scc(-c2ccccc2F)n1/N=C/c1ccc[nH]1
  -15, 3.2, 9, -1.6, -10, 2.4, 2.0, 8, -7, -3, -4
9) CN1CCN(C(=O)/C(=C\c2cccs2)NC(=O)c2cccs2)CC1
  -15, 0.3, -33, -1.9, 10, 1.6, 0.4, 10, 11, -7, -9
10) COc1ccc(Cl)cc1NC(=O)CNc1ccccc1CN(C)C1CCCCC1
  -7, 3.3, -11, 2.5, 3, 1.1, 0.8, -12, 0, 14, -2
11) C=CCN(C(=O)c1cccc(N2C(=O)C3CC=CC(C)C3C2=O)c1)c1ccccc1 (stereo unspecified)
  2, 2.0, 31, -1.0, 1, 0.5, 0.6, 5, 2, 12, -5
12) O=C(Cn1nnc2ccccc2c1=O)NCCc1ccc(Cl)cc1Cl
  14, -0.1, -12, 1.5, -4, 6.0, -0.1, -11, 0, 5, -10
13) O=C1C(Nc2ccccc2)=C(N2CCCCC2)C(=O)c2ccccc21
  245, 1.4, 16, 15, -5, 3.3, 0.6, -84, -9, -27, -8
14) COc1cc(C(=O)Nc2cccnc2)cc(OC)c1OC
  4, 0.7, -9, -3.2, -2, 1.4, -2.8, 16, -1, -3, -3
15) Cc1cc(/C=C(\C#N)C(=O)N2CCCCC2)cc(C)c1O
  8, 0.7, -21, -2.4, 0, 0.5, 0.2, 17, 6, -6, -2
16) O=C(CSCc1c(F)cccc1Cl)Nc1cccnc1
  9, 0.6, -2, -2.0, -16, 3.0, -2.5, 9, -13, -2, 5
17) COc1cc(/C=C2/C(=N)N3N=C(C(C)C)SC3=NC2=O)ccc1OS(=O)(=O)c1ccccc1
  269, 4.2, -58, -1.9, 7, 2.0, 2.0, 10, -4, -21, -1
18) O=C(CN(CCO)c1ccccc1)Nc1cccc(S(=O)(=O)N2CCCC2)c1
  -4, -0.4, 8, -0.1, -6, 3.0, -3.7, 1, -6, 2, 2
19) COc1cc2ncnc(NCc3cccc(F)c3F)c2cc1OC
  -7, 3.0, 3, 2.0, -5, 1.2, 0.2, -9, 1, -33, 3
20) OC(COc1ccc2ccccc2c1)CN1CCCC1 (stereo unspecified)
  -14, 1.4, -17, -2.0, -5, 4.4, 1.4, 12, 10, -14, -1
21) COCCN1C(=O)c2oc3ccccc3c(=O)c2C1c1ccc(OC)c(OC)c1 (stereo unspecified)
  -7, 3.3, -4, -0.1, 5, 1.8, 0.3, 1, 6, 1, 10
22) O=C(COC(=O)/C=C/c1ccc(Br)o1)NCCCN1CCCC1=O
  /, 1.0, 7, -0.9, 13, 2.9, 1.3, 5, -1, -7, -6
23) COc1cc2c(=O)n(CC3CCCO3)c(=O)n(CC(=O)Nc3cccc(Cl)c3)c2cc1OC (stereo unspecified)
  -8, 4.2, 15, 0.3, 3, 3.9, 0.9, -2, 8, 22, 0
24) Cc1ccc(CSCC(=O)N(C)CC(=O)Nc2ccccc2C(F)(F)F)cc1
  -12, 0.0, 23, 0.1, -5, 4.1, 0.5, -1, 1, 3, 8
25) CCc1ccccc1NC(=S)N(Cc1cccc(C)c1)c1cccnc1
  -34, 0.4, -13, -2.1, -4, 2.8, 0.3, 10, -9, -6, 3
26) COC(=O)c1sc(S(=O)(=O)NCCC(=O)O)c(C(=O)OC)c1C
  7, -2.2, -11, -1.1, 3, 0.9, 1.3, 6, 1, -4, -5
27) C/C(=N\NC(=O)c1cccc(S(=O)(=O)N2CCCC2)c1)c1ccco1
  /, 1.9, 2, -0.8, 7, 3.0, -0.1, 4, -10, -18, -13
28) Cc1nc(N)sc1Cc1ccc2c(c1)OCO2
  -14, 4.5, 0, -2.1, -2, 3.7, 1.5, 9, -3, -2, -3
29) COCCC(=O)N1CCC(C(=O)Nc2ccc(Oc3ccccc3)nc2)CC1
  1, 1.0, 6, -1.7, -6, 0.6, -2.1, 9, -1, 4, 4
30) CC(=O)c1cc(CN2CCC(C(=O)Nc3ccc(-n4nc(C)cc4C)cc3)CC2)cs1
  0, -2.5, 40, 1.7, 0, 4.0, 0.1, -9, 1, 8, -11
31) CC(C)NC(=S)NC(=O)c1ccc(Cl)cc1Cl
  34, 2.8, -15, 4.8, 2, 5.2, 0.2, -24, 2, -10, -8
32) C=CCCC(=O)Nc1nc(C)c(-c2csc(Nc3ccc(Cl)cc3Cl)n2)s1
  15, 2.7, -12, 0.1, -11, -2.4, 1.1, 0, 6, 13, -3
33) Cc1ccsc1/C=C1\SC(N)=NC1=O
  -20, 2.4, 21, -3.0, -9, 2.5, 1.1, 15, 5, 3, -7
34) O=C(/C=C/c1ccccc1)N/C(=C/c1ccccc1)C(=O)N1CCCCC1
  5, 2.8, /, -0.4, 3, 5.0, 0.3, 2, -13, 6, -1
35) O=[N+]([O-])c1c(Nc2ccccc2)ccc2nonc12
  -11, -0.1, -4, 3.7, 5, -0.1, -0.6, -23, -1, -7, 3
36) CN1C(=O)CSc2ccc(NC(=O)N3CCN(c4ccccc4)CC3)cc21
  0, 4.0, 0, 0.1, -3, 6.0, 1.5, -1, 4, 20, -1
37) CCOC(=O)C1CCN(S(=O)(=O)c2ccc3c(c2)NC(=O)C(C)C(=O)N3)CC1 (stereo unspecified)
  -6, 0.6, -9, -3.0, 0, 4.0, -0.9, 16, 2, -44, -3
38) CCC(C)CCN1C(N(C)C)=NC[C@@H]1C (stereo partly specified)
  318*, 2.8, 0, 0.1, 3, 3.6, -1.0, -1, -13, -7, 2
39) CCn1cc(C(=O)OCC(=O)Nc2ccc(C(C)C)cc2)c(=O)c2ccc(C)nc21
  /, 1.2, -27, 2.7, -7, 1.7, 1.4, -14, -5, 8, -9
40) Oc1ccc(/C=N/NC2=NCCCCC2)cc1
  -14, 0.3, 8, -0.3, -5, 1.7, 0.2, 2, -12, 9, -4
41) O=C1COc2ccc(-c3n[nH]c(=O)c4ccccc34)cc2N1
  -6, 0.0, -17, -1.6, -4, 3.4, -4.0, 9, -3, -5, 9
42) Cc1cc(NC(=O)C(C)(C)C)no1
  7, 2.6, -29, -3.7, -8, 1.1, 1.0, 16, -1, 0, 1
43) O=C(CO/N=C/c1c(Cl)cccc1Cl)NNC(=O)c1ccc(Cl)cc1
  -16, 2.0, -19, -0.2, -3, 4.2, -0.2, 1, 3, -26, 7
44) C=CCn1c(=O)c2ccccc2n2c(SCC(C)=O)nnc12
  -1, 5.5, 11, -1.8, -11, 2.0, -0.6, 11, 4, -17, 5
45) O=C(c1ccc(Br)o1)N1CCN(c2ccccc2F)CC1
  -10, 0.9, 19, -1.9, -3, 2.3, 3.3, 9, -3, -5, -5
46) Cc1ccc(N(Cc2cc(=O)[nH]c3ccccc23)C(=O)CCl)cc1
  -9, -3.5, 14, -0.9, 5, 2.8, -0.5, 5, 6, 1, -9
47) CC(=O)Nc1ccc(Nc2nc(C(F)(F)F)nc3c2nnn3Cc2ccccc2Cl)cc1
  5, 0.2, 19, 1.3, -10, -1.6, -3.3, -6, 8, 6, 5
48) COc1ccc(Cn2c(-c3ccccc3)nc3c(c(=O)c4ccccc4n3C)c2=O)cc1
  -11, 5.8, 21, -0.5, 1, 1.6, 1.0, 2, 6, 22, -2
49) O=C(NC1CCCc2ccccc21)c1cccc(F)c1 (stereo unspecified)
  /, /, -19, -3.4, -17, 1.2, /, 17, -2, -6, 9
50) c1ccc2c(c1)NCC1CCCN21 (stereo unspecified)
  -11, -1.6, 19, 2.1, -6, -0.9, -1.8, -10, -3, 4, -7
51) CCOC(=O)Cc1csc(Nc2c(C)n(C)n(-c3ccccc3)c2=O)n1
  12, -2.0, -2, 0.2, -16, 3.1, -1.4, -1, -8, 8, 14
52) CCCC(=O)N1CCN(c2ccc(NC(=O)c3ccc(Br)o3)cc2)CC1
  2, 4.7, 3, -1.8, -14, 1.6, 0.7, 8, 0, -7, -3
53) CCN1/C(=C/c2ccc3cc(C)cc(C)c3[n+]2CC)Sc2cc(C)ccc21
  /, /, 102*, 9.3, 5, 11, /, -48, -15, -4, -2
54) O=C(/C=C/c1cccc([N+](=O)[O-])c1)Nc1ccc(Cl)cn1
  -5, 2.2, 4, -0.6, -7, 4.7, -0.3, 4, 7, -16, -8
55) COc1cc(C(=O)Nc2ccccc2N2CCOCC2)ccc1OCC(=O)N1CCOCC1
  -19, 1.2, /, -2.6, -2, 5.6, -2.2, 13, 1, -7, 1
56) O=C(C1CCCO1)N1CCN(C(=S)Nc2ccc(F)c(Cl)c2)CC1 (stereo unspecified)
  9, 5.4, -5, -3.6, -6, 3.7, 4.3, 18, -2, -4, 2
57) Cc1ccc(Nc2cc(C)nc3c(C)cccc23)cc1
  1, -0.2, 1, 29*, 6, 0.9, -2.3, -136, -4, 3, -1
58) CCOC(=O)N1CCN(Cc2ccc(F)cc2F)CC1
  -11, 2.3, 25, 2.9, 0, -0.5, -0.7, -17, 9, -8, -10
59) COCc1nnc(NC(=O)c2ccc3c(c2)OCO3)s1
  38, 2.7, 18, -2.0, -10, 3.6, 0.2, 10, -8, -9, 2
60) CCN1C(=O)C(CC(=O)NC)N(NC(=O)c2ccccc2)C1=S (stereo unspecified)
  -13, 3.7, -8, -1.4, 2, 2.0, -2.0, 8, -8, 5, 2
